Assay outcomes from PubChem BioAssay.
GRP78 ERSR act – induces the endoplasmic reticulum stress response in human glioma cells. U87-MG GRP78 promoter luciferase reporter, 16 h. Potency, µM, inactives show at the highest dose activation, most hits filed as activators. hit rate 0.02% among 420,000; also: potency is read from the fitted curve at half-maximal effect; series mostly up to about 76 µM; % of control where 0% means no effect; nearly all actives have a fitted effect of over 35% in size
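Stably transfected U87-MG glioma cells carrying a GRP78-based luciferase sensor; 16 h compound incubation. Luminescence end-point read 10 min after Bright-Glo addition at room temperature.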
Pol iota inh – DNA polymerase iota (human) inhibition; Pol iota fluorescent replication assay, 10 min; Potency, µM (top dose mostly 115 µM), without a hit: at the top dose activity, negative = inhibition, hits mostly inhibitors; hit rate 1% among 390,000; AID 588590; also: potency is read from the fitted curve at half-maximal effect
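Fluorescent replication assay read twice, at 0 min and 10 min after adding 50 nM (final) substrate. Enzyme (10 nM) and compounds were first incubated 15 min at room temperature; enzyme-free buffer wells were negative controls.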
Apoferritin bind – candidate novel general anesthetic via apoferritin binding; P02791; apoferritin/1-aminoanthracene competitive binding, fluorescence; Potency, µM (series often up to 77.5 µM), without a hit: top-dose activity change, negative = displacement, most hits filed as inhibitors; hit rate 0.074% among 350,000; also: potency is read from the fitted curve at half-maximal effect; % is scaled to controls: 0 for no effect and ±100 for the full control effect; nearly all actives have a fitted effect of over 20% in size
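Probe: 1-aminoanthracene (50% saturated, PBS). Protein: horse-spleen apoferritin, 10 uM. Incubation: 10 min, room temperature. Detection: 380 nm excitation, 535 nm emission. Analysis: normalized response, four-parameter Hill.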
LDHA inh – blocks human lactate dehydrogenase A; P00338; purified LDHA, NADH/diaphorase-resazurin fluorescence; active compounds read low; activity change, % (values are at about 110 or 230 µM); hit rate 0.15% among 480,000; AID 1347041; in the data active = activity change below about -30%; inconclusive = mostly about -25% to -30%;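 also: plate controls were DMSO wells for no effect and wells without enzyme for full effect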
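Resorufin fluorescence (ex540/em590), read at 0 and 20 min after diaphorase/resazurin addition, reports the NADH left after a 5 min room-temperature reaction of 2 nM human LDH5 with 0.06 mM NADH and 0.2 mM pyruvate.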
APEX1 inh – inhibitors of human APE1 endonuclease; Potency, µM (series often up to 65.8 µM), without a hit: at the top dose activity change, negative = inhibition, hits mostly inhibitors; hit rate 0.35% among 350,000; recombinant APE1, TAMRA/BHQ-2 abasic DNA cleavage fluorescence; P27695;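 also: potency is read from the fitted curve at half-maximal effect; plate controls were vehicle for no effect and reference inhibitor for full effect; nearly all actives have a fitted effect of over 55% in size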
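APE1 at 0.75 nM preincubated 15 min at room temperature with compound. Reaction then started with 50 nM double-stranded THF-abasic substrate labelled with TAMRA/BHQ-2, and 525/598 nm fluorescence read kinetically. Activity taken as third-minus-first read difference, normalized to DMSO and NSC13755 controls.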
POLB inh – blocks human DNA polymerase beta activity | hit rate 1.3% among 340,000 | AID 485314 | Potency, µM (titrated, usually from 114 µM), for the others: at the top dose activity change, negative = inhibition, most hits filed as inhibitors | Pol beta primer extension/strand displacement, fluorescence kinetic; also: potency is read from the fitted curve at half-maximal effect; % is scaled to controls: 0 for no effect and ±100 for the full control effect
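Pol beta (10 nM) was preincubated with compound for 15 min at room temperature. The reaction was then started with 50 nM substrate and read immediately and after a further 10 min at room temperature.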
BLM helicase inh – blocks DNA unwinding by human BLM helicase | P54132 | recombinant BLM DNA unwinding, fluorescence dequenching | Potency, µM (titrated, usually from 56.1 µM), without a hit: at the highest dose activity change, negative = inhibition, actives largely listed as inhibitors | hit rate 0.2% among 350,000 | AID 2528;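 also: potency is read from the fitted curve at half-maximal effect; plate controls were vehicle for no effect and no enzyme for full effect; nearly all actives have a fitted effect of over 35% in size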
POLH inh – inhibitors of human DNA polymerase eta | Q9Y253 | recombinant Pol eta, fluorescent DNA replication assay | Potency, µM (top dose mostly 114 µM), without a hit: at the highest dose activity change, negative = inhibition, actives largely listed as inhibitors | hit rate 1.2% among 390,000; also: potency is read from the fitted curve at half-maximal effect; % is scaled to controls: 0 for no effect and ±100 for the full control effect
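Pol eta (10 nM) was preincubated with compounds for 15 min at room temperature, after which fluorescent replication substrate (50 nM final) was added to start the reaction. Fluorescence was read kinetically at 0 and 10 min.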
POLK inh – blocks human DNA polymerase kappa activity | Q9UBT6 | purified Pol kappa, fluorescent DNA synthesis assay, 10 min | Potency, µM (series often up to 107 µM), for the others: at the highest dose activity, negative = inhibition, usual class: inhibitors | hit rate 0.53% among 400,000; also: potency is read from the fitted curve at half-maximal effect; % is scaled to controls: 0 for no effect and ±100 for the full control effect
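Here, compound and 10 nM enzyme are combined for 15 min at room temperature; adding 50 nM substrate (final) starts DNA synthesis, tracked by fluorescence at 0 and 10 min against buffer-only wells.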
An asterisk follows results filed as active; ? = inconclusive; nt = no result given; [ ] = dose if it differs, or a comment. Unless noted, calls follow the shape of the dose curve; as a rule, active = well fitted curve in the direction sought with a large enough effect; inconclusive = small, poorly fitted or top-dose-only effect, or another doubt; inactive = no such curve, though single readings can be large; an effect the other way counts as inactive or inconclusive.

SMILES | GRP78 ERSR act | Pol iota inh | Apoferritin bind | LDHA inh | APEX1 inh | POLB inh | BLM helicase inh | POLH inh | POLK inh
Cc1ccccc1-c1noc(CCC(=O)Nc2cccc(C)c2C)n1 | -3% | -12% | -3% | -4 | nt | 38% | 0% | 1% | 18%
CCCC(NC(=O)C(C)Sc1nnnn1C1CC1)c1ccccc1 (centres undefined) | -1% | 12% | nt | 0 | 23% | nt | nt | -10% | 7%
CCOC(=O)NC(NC(=O)OCC)C(=O)c1ccccc1 | -1% | 5% | -6% | -7 | 12% | 33% | 0% | -7% | -17%
CCOC(=O)c1cc2c(nc1N)CCCC2 | 1% | 7% | 1% | -4 | 15% | 8% | -2% | 5% | -2%
COc1ccccc1N1CCN(C(=O)Cn2nnc(-c3ccncc3)n2)CC1 | 0% | 13% | -10% | 1 | 16% | 15% | 0% | -3% | 8%
CCN(C[C@H]1N[C@@](Cc2ccccc2)(C(=O)OC)[C@H]2C(=O)N(C)C(=O)[C@@H]12)C(=O)c1ccc(C(C)(C)C)cc1 | 5% | 43% | nt | -1 | 18% | nt | nt | -23% | 6%
CCOc1ccc2nc(SCC(=O)c3ccccc3)sc2c1 | 4% | 4% | ? | 0 | -4% | 2% | -11% | 4% | -2%[60.1 µM]
O=C(CCCCC(=O)OCC1CCCO1)OCC1CCCO1 (centres undefined) | -5% | 27% | nt | -1 | nt | nt | nt | -8% | 6%
O=C(Nc1ccc(F)cc1)Nc1ccc(N2CCCC2)c(S(=O)(=O)Nc2ccccc2Cl)c1 | -4% | 1% | 49%[activator] | -5 | ? | 15% | -8% | ? | -17%
O=C(Nc1nnc(S(=O)(=O)Cc2ccc(F)cc2)s1)c1ccccc1F | 1% | -13% | 0% | -10 | -8% | 50% | 6% | -2% | -8%
COc1ccc(-n2nc(C(=O)NCc3ccc(F)cc3Cl)c3c4ccccc4n(C)c3c2=O)cc1Cl | -4% | 7% | 6% | 0 | nt | 29% | -2% | -6% | 5%
O=C(NCc1ccncc1)C1CCN(S(=O)(=O)c2cc(Cl)ccc2Cl)CC1 | -3% | 30%[activator] | -11% | -6 | 8% | 9% | 0% | -23% | 1%
CCCCc1nnc(SCC(=O)Nc2nccs2)n1C | -2% | 24% | -8% | -3 | 17% | 19% | -2% | -25% | 7%
COc1ccc(CNC(=O)c2nc(Cn3nc(C)c(Br)c3C)no2)cc1OC | -3% | 29% | ? | 0 | nt | 9% | -3% | -11% | -1%
Cc1noc(C)c1-c1nccc(Nc2ccc(F)cc2)n1 | -4% | nt | nt | nt | -5% | nt | -3% | nt | 2%[60.1 µM]
CCN(CC)C(=O)/C=C/c1ccccc1 | -2% | 12% | nt | 0 | 52%[activator] | nt | nt | -13% | 7%
COc1ccccc1N1CCN(c2nc(C)nc3c2oc2ccccc23)CC1 | -2% | ? | 1% | 8 | -5% | 2% | -6% | -13% | -18%
C=CCOc1ccc(/C=C2\SC(=S)N(N3CCOCC3)C2=O)cc1 | -6% | 43%[activator] | -1% | -5 | 2% | 2% | -3% | -3% | 1%
COc1c(C=NNC(N)=O)c(OC)c(OC)c2c1CCO2 | -1% | -8% | nt | -1 | nt | nt | nt | -18% | -8%
Cc1cccc(C)c1NC(=O)CN(C)CC(=O)c1c(N)n(Cc2ccccc2)c(=O)n(C)c1=O | -6% | -5% | nt | -4 | -17% | nt | nt | -1% | -33%
CCS(=O)(=O)N1CCCC(C(=O)NCc2ccccc2Cl)C1 (centres undefined) | 1% | 6% | 6% | -8 | 3% | 1% | 2% | -14% | -5%
Cc1cc(C)n(CC(C)NC(=O)c2cc(COc3c(F)cccc3F)on2)n1 (centres undefined) | -1% | 100%[activator] | -10% | -4 | 4% | 1% | -1% | -9% | -20%
CCCCCNCC(=O)Nc1cccc(C(=O)Nc2cccc(C(F)(F)F)c2)c1 | -12% | 147%[activator] | ? | -9 | -6% | 6% | -6% | -25% | -12%
COc1ccc(/C=N/NC(=O)c2snnc2C)c(OC)c1OC | -5% | -5% | -1% | -4 | 1% | -1% | -1% | -7% | 6%
CN1C(C(=O)NCCc2cccs2)CC2Cn3c(nc4cc5ccccc5cc43)C21 (centres undefined) | -3% | 23% | -6% | 0 | 10% | -2% | -1% | 0% | 20%

Continuation:
SMILES | GRP78 ERSR act | Pol iota inh | Apoferritin bind | LDHA inh | APEX1 inh | POLB inh | BLM helicase inh | POLH inh | POLK inh
COC(=O)CN1C(=O)[C@H]2[C@@H](/C=C/c3ccccc3)N3C(=O)CN(CC4CC4)C(=O)[C@@]3(Cc3ccccc3)[C@H]2C1=O | -4% | -1% | 0% | 0 | 7% | 6% | 2% | -3% | -14%
COc1ccc(N2CCN(C(=O)CN(C3CCCCC3)S(C)(=O)=O)CC2)cc1 | -3% | 108%[activator] | -2% | 0 | 12% | 47% | -7% | -8% | -5%
NC(=O)CC[C@@H]1NC(=O)[C@@H]2CCCN2C(=O)c2cc([N+](=O)[O-])cc(I)c2NCCC[C@@H](C(=O)NC(CC(=O)O)C(N)=O)NC1=O (some centres undefined) | 3% | -12% | -11% | 1 | 0% | -10% | 2% | -15% | -9%
C/C(=N\OC(=O)c1ccc(Cl)cc1)c1nccs1 | -3% | -4% | -13% | 0 | 1% | 3% | -2% | 9% | 0%
NC(=O)COc1ccc(C2c3c(oc4ccccc4c3=O)C(=O)N2CC2CCCO2)cc1 (centres undefined) | -1% | -2% | -17% | 4 | 17% | 89% | 1% | -12% | -3%
Cc1ccc(O)c(-c2cc(-c3cccc(F)c3)n[nH]2)c1 | -5% | 10% | ? | 0 | -9% | 13% | -11% | -10% | -20%
Cc1cccc(NC(=O)Cn2c(O)c(N=NC(=O)c3ccncc3)c3ccccc32)c1 | -3% | 64%[activator] | -16% | 0 | 2% | -18% | 1% | -16% | -9%
CCOC(=O)C1(Cc2cccc(Cl)c2)CCCN(C(=O)c2occc2C)C1 (centres undefined) | 5% | 20% | -17% | -9 | -5% | -21% | -6% | -20% | -12%
O=C1CCCCC1Sc1nnc(-c2ccc3c(c2)OCO3)o1 (centres undefined) | -14% | 16% | -22% | 1 | 0% | 2% | -7% | -10% | -5%
COCCNC(=O)c1onc(CSc2ccccc2)c1C(=O)NCCOC | 1% | -30% | nt | -5 | 11% | nt | nt | -7% | -12%
Cc1ccc(CNC(=O)c2ccc(N3CCC4(CC3)CC(c3ccccc3)=NO4)c(NC(=O)c3ccccc3)c2)cc1 | -4% | ? | nt | -8 | 7% | nt | nt | -4% | 3%
Cc1ccc2c(c1)N(S(=O)(=O)c1cc(-c3cc(C)no3)ccc1C)CCO2 | -4% | -16% | -3% | 2 | 3% | -3% | -6% | -10% | -13%
CC(C)Oc1ccc(Br)cc1/C=N\NC(N)=S | -5% | 6% | -15% | -3 | 13% | ? | -8% | -3% | -14%
COc1ccc(-c2cc(=O)c3cc(OC)c(OC)cc3[nH]2)cc1 | -3% | ? | -5% | -6 | -3% | 0% | -7% | -10% | -1%
CCc1cccc(CC)c1NC(=O)CSc1nnc(CCC(=O)O)c(=O)[nH]1 | -8% | 40%[activator] | -7% | -5 | 1% | -2% | 3% | -2% | -11%
CCNC(=S)N(CCO)Cc1cc2cc3c(cc2[nH]c1=O)OCO3 | -1% | -18% | 4% | -3 | 33% | -5% | -6% | -3% | -7%
CCOC(=O)N1CCN(c2nc(=S)n(-c3ccccc3)c(C)c2C(C)=O)CC1 | -4% | 3% | -8% | 3 | ? | -1% | 1% | -4% | -1%
O=C1c2ccccc2S(=O)(=O)N1CCCCN1CCN(c2ncccn2)CC1 | -4% | nt | nt | nt | -2% | nt | 6% | nt | -3%[19.4 µM]
CC(C)c1cc(=O)n2[nH]c(SCc3ccccc3Cl)nc2n1 | -2% | 4% | 2% | -9 | -4% | -5% | -3% | -6% | 7%
Nc1nnc(-c2ccc([N+](=O)[O-])o2)s1 | 3% | ? | nt | 5 | nt | nt | nt | -14% | 0%
Cc1ccc(S(=O)OCC(=O)Nc2cc(Cl)ccc2N2CCOCC2)cc1 (centres undefined) | -2% | 4% | -2% | -3 | -2% | 0% | -3% | -21% | -1%
COc1ccc(S(=O)(=O)NCC(=O)Nc2ccc(F)cc2)cc1 | -1% | 26% | nt | -8 | 5% | nt | nt | -19% | -2%
Cc1c(Cl)cccc1NC(=S)N(Cc1ccccc1)Cc1cccnc1 | -3% | -19% | -10% | -1 | 10% | -2% | -9% | -25% | 4%
O=C(NC1CCOC1)c1cc(COc2cccc(C(F)(F)F)c2)on1 (centres undefined) | 2% | 54%[activator] | ? | 0 | 51%[activator] | 33% | -4% | -7% | 10%
COc1ccc(N(CC(=O)NCc2cccs2)S(=O)(=O)c2cccc(C)c2)cc1 | -5% | 19% | nt | 3 | 8% | nt | nt | -15% | -13%
Fc1ccc(-c2ccnc(=S)[nH]2)cc1 | 0% | 5% | 1% | -1 | 2% | -7% | -2% | 0% | -8%
COc1ccc(-c2nc(SCC(=O)NCCc3ccc(OC)c(OC)c3)n[nH]2)cc1 | 0% | -3% | -3% | -3 | nt | 3% | 0% | 0% | -5%[60.1 µM]
CCSc1ccc([C@@H]2[C@H]3C(=O)N(C)C(=O)[C@H]3[C@]3(C(=O)OC)CCCCN23)cc1OC | -6% | -7% | nt | 1 | -8% | nt | nt | -12% | -12%

Quoted at random: four compounds from above
SMILES | GRP78 ERSR act | Pol iota inh | Apoferritin bind | LDHA inh | APEX1 inh | POLB inh | BLM helicase inh | POLH inh | POLK inh
O=C1CCCCC1Sc1nnc(-c2ccc3c(c2)OCO3)o1 (centres undefined) | -14% | 16% | -22% | 1 | 0% | 2% | -7% | -10% | -5%
C/C(=N\OC(=O)c1ccc(Cl)cc1)c1nccs1 | -3% | -4% | -13% | 0 | 1% | 3% | -2% | 9% | 0%
Cc1ccc2c(c1)N(S(=O)(=O)c1cc(-c3cc(C)no3)ccc1C)CCO2 | -4% | -16% | -3% | 2 | 3% | -3% | -6% | -10% | -13%
COC(=O)CN1C(=O)[C@H]2[C@@H](/C=C/c3ccccc3)N3C(=O)CN(CC4CC4)C(=O)[C@@]3(Cc3ccccc3)[C@H]2C1=O | -4% | -1% | 0% | 0 | 7% | 6% | 2% | -3% | -14%

Not all compounds are listed; rates above refer to the full screens.
